Bioassay records as filed in PubChem.
SW480 rereplic = DNA re-replication induction in SW480 cells; SW480 DNA re-replication, Hoechst DNA content imaging, 48 h; Potency, µM (highest dose often 46.1 µM), for the others: at the highest dose re-replication activation, actives largely listed as activators; actives 1.8% (n = 340,000); note: potency is the fitted concentration of half-maximal effect; % of control where 0% means no effect; nearly all actives have a fitted effect of over 55% in size
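Image-based DNA-content assay: after two days of treatment, nuclei were labelled with the DNA dye Hoechst and imaged, and hits were compounds raising the count of nuclei showing high fluorescence intensity.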
HEK293 tox = cytotoxicity in counter-screen for GLP-1R inverse agonists. HEK293 cAMP-luciferase reporter cells, luminescence, 24 h. Potency, µM (series often up to 38.3 µM), inactives show at the highest dose activity change, negative = inhibition, most hits filed as inhibitors. actives 0.13% (n = 410,000). AID 624418;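 note: loss of luciferase light is scored as toxicity; potency is the fitted concentration of half-maximal effect; % is set by controls: 0 for no effect and ±100 for the full control effect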
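Luminescence readout: signal drop marks cytotoxicity. Plated cells grew 12 h at 37 °C, 5% CO2, received 23 nL compound for 24 h, then got luciferase reagent, read after 12 min at RT.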
KB-3-1 tox = KB-3-1 parental cell cytotoxicity | KB-3-1 viability, CellTiter-Glo ATP luminescence, 72 h | actives 1.4% (n = 400,000) | Potency, µM (top dose mostly 46.1 µM), for inactives: at the top dose activity change, negative = cytotoxic, actives largely listed as cytotoxic; note: potency is the fitted concentration of half-maximal effect; % is set by controls: 0 for no effect and ±100 for the full control effect; nearly all actives have a fitted effect of over 60% in size
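Parental KB-3-1 viability, qHTS format: 72 h compound exposure, 37 °C; CellTiter-Glo; media-only wells and DMSO plates as controls; concentration-effect fits on corrected data.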
KB-V1 MDR tox = kills drug-selected multidrug resistant KB-V1 cells; Potency, µM (titrated, usually from 46.1 µM), for the others: at the top dose activity change, negative = cytotoxicity, hits mostly cytotoxic; AID 1347076; KB-V1 MDR cells viability, CellTiter-Glo, 72 h; actives 3.4% (n = 400,000); note: potency is the fitted concentration of half-maximal effect; % is set by controls: 0 for no effect and ±100 for the full control effect; nearly all actives have a fitted effect of over 60% in size
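KB-V1 MDR subline cells in DMEM (phenol-red free, 10% FBS) exposed to compounds in qHTS concentration series for 72 h at 37 degrees C. Viability read by CellTiter-Glo luminescence; concentration-effect curves fitted after normalization and correction.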
IL-1B inflam inh = inflammasome signaling inhibition, IL-1 beta readout | activity change, % at 57.5 µM | THP-1 LPS/ATP IL-1B secretion, AlphaLISA, 16 h; stronger effect = lower value | actives 4.7% (n = 360,000); in the data active = activity change below about -50%; inconclusive = mostly about -30% to -49%; note: % is set by controls: 0 for no effect and ±100 for the full control effect
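Secreted IL-1B measured by AlphaLISA bead assay after 16 h compound exposure of THP-1 cells; compounds (final up to 57.5 uM) added 1 h before LPS (250 ng/mL) and ATP (1.25 mM) stimulation; lower signal means less secretion.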
DRD3 agonist = activates the human D3 dopamine receptor; D3R DiscoveRx beta-arrestin cells, luminescence, 90 min; max activation, %; actives 0.58% (n = 410,000); AID 652048; in the data active = max activation above about 30%; note: 0% is about no effect; mostly tested at two doses, the higher about 12 µM
Target sequence (P35462 whole entry, looked up): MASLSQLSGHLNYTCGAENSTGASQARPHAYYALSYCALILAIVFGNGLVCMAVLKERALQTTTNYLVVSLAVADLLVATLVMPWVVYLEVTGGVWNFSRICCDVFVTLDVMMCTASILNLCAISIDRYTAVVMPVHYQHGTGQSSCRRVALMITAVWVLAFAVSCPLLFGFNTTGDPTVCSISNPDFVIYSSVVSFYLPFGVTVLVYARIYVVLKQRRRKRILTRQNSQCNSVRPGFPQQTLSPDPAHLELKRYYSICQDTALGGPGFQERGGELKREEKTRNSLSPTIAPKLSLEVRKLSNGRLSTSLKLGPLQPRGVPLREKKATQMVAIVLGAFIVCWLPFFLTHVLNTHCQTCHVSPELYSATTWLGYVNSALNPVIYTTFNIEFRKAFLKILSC
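Agonist mode: compounds and dopamine controls were applied to plated cells for 90 min at 37 degrees C after an overnight attachment at 1500 cells/well. Luminescent read-out followed 30 - 60 minutes at room temperature with DiscoveRx detection reagent.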
MCF10A rereplic = DNA re-replication induction in MCF 10a cells | MCF 10A DNA re-replication, Hoechst nuclear intensity, 48 h | Potency, µM (titrated, usually from 46.1 µM), without a hit: at the top dose activity, positive = re-replication, most hits filed as activators | actives 2.9% (n = 350,000); note: potency is the fitted concentration of half-maximal effect; % of control where 0% means no effect; nearly all actives have a fitted effect of over 50% in size
HT1080 IDH1KD tx = toxicity to HT-1080 IDH1 knockdown cells (counter line); HT-1080 IDH1 knockdown viability, ATP luminescence, 48 h; actives 2% (n = 360,000); Potency, µM (doses to about 46.1 µM), inactives show at the highest dose activity, negative = toxicity, usual class: cytotoxic;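 note: potency is the fitted concentration of half-maximal effect; 0% = DMSO wells and -100% = cell-free medium wells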
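HT-1080-IDH1KD cells (IDH1 knocked down), 750/well in RPMI with 5% FBS, treated with compound 48 h at 37 degrees C. Viability by CellTiter-Glo luminescence, normalised to DMSO and no-cell wells; concentration-response curves classed.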
HT1080-NT tox = kills 2HG-producing HT-1080-NT fibrosarcoma cells | Potency, µM (titrated, usually from 46.1 µM), for inactives: top-dose activity, negative = less viability, actives largely listed as cytotoxic | HT-1080-NT fibrosarcoma viability, CellTiter-Glo ATP luminescence, 48 h | AID 686970 | actives 1.6% (n = 360,000);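 note: NT is the 2HG producing partner of a matched IDH1 knockdown line; potency is the fitted concentration of half-maximal effect; 0% = DMSO-treated cells and -100% = media-only wells without cells; nearly all actives have a fitted effect of over 55% in size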
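Viability by CellTiter-Glo luminescence after 48 h compound exposure at 37C of HT-1080-NT cells (750/well, RPMI, 5% FBS). % activity scaled between DMSO wells and medium-only wells, then curve-fitted and categorized by curve class.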
The depositor's hits bear a star; & = joins results of further samples; [ ] = dose if it differs, or a comment. Unless noted, calls come from the whole dose curve; as a rule, active = well fitted curve in the direction sought with a large enough effect; inconclusive = small, poorly fitted or top-dose-only effect, or another doubt; inactive = no such curve, though single readings can be large; an effect the other way counts as inactive or inconclusive.

`CCOC(=O)c1ccccc1NC(=O)COC(=O)CCC(=O)N1CCOCC1` gave SW480 rereplic -1%, HEK293 tox 2%, IL-1B inflam inh -3, DRD3 agonist 2, MCF10A rereplic 0%, HT1080 IDH1KD tx -10% and HT1080-NT tox -5%.
For O=C(CN1CCN(S(=O)(=O)N2CCCCC2)CC1)Nc1ccc(Br)cc1 the results were SW480 rereplic 1%, HEK293 tox -11%, KB-3-1 tox -8%, KB-V1 MDR tox inconclusive, IL-1B inflam inh -5, DRD3 agonist 4, MCF10A rereplic 15%, HT1080 IDH1KD tx 8% and HT1080-NT tox -8%.
Screening COCC(C)NCc1cccc(OC)c1OC (stereo unspecified) returned SW480 rereplic -2%, HEK293 tox -7%, KB-3-1 tox 2%, KB-V1 MDR tox 6%, IL-1B inflam inh -13, DRD3 agonist 0, MCF10A rereplic -1%, HT1080 IDH1KD tx 10% and HT1080-NT tox 9%.
Screening NC(=O)c1cc(S(=O)(=O)NCc2ccc(F)cc2)cs1 returned SW480 rereplic -3%, HEK293 tox -18%, KB-3-1 tox 4%, KB-V1 MDR tox 24%, IL-1B inflam inh 0, DRD3 agonist 1, MCF10A rereplic -4%, HT1080 IDH1KD tx 15% and HT1080-NT tox -1%.
Screening CC1=NN(c2ccc([N+](=O)[O-])cc2)C(=O)/C1=C\N(C)C returned SW480 rereplic -8%, HEK293 tox -27%, KB-3-1 tox inconclusive, KB-V1 MDR tox 10µM*, IL-1B inflam inh -6, DRD3 agonist -12, MCF10A rereplic -1%, HT1080 IDH1KD tx 8.2µM* and HT1080-NT tox 8.2µM*.
`Cc1csc(NC(=S)NC(=O)c2ccccc2)n1` gave SW480 rereplic -6%, HEK293 tox inconclusive, KB-3-1 tox 0%, KB-V1 MDR tox 0%, IL-1B inflam inh 19, DRD3 agonist 0, MCF10A rereplic -7%, HT1080 IDH1KD tx -9% and HT1080-NT tox 7%.
Screening COc1ccc(-c2nn(C)c3sc(C(=O)NCCN(C)C)cc23)cc1OC returned SW480 rereplic inconclusive, HEK293 tox -25%&9%, KB-3-1 tox -12%&3%, KB-V1 MDR tox -30%&0%, IL-1B inflam inh inconclusive, DRD3 agonist -2&-1, MCF10A rereplic 25%, HT1080 IDH1KD tx -7% and HT1080-NT tox -11%.
O=S(=O)(Nc1nc2ccccc2nc1OCC(F)(F)F)c1cccs1 was read as SW480 rereplic -5%, HEK293 tox 3%, KB-3-1 tox -17%, KB-V1 MDR tox 10%, IL-1B inflam inh 2, DRD3 agonist 4, MCF10A rereplic -3%, HT1080 IDH1KD tx 4% and HT1080-NT tox -9%.
`COc1ccccc1/C=N/NC(=O)CNC(=O)c1ccc(S(=O)(=O)N2CCCC2)cc1` gave SW480 rereplic -33%[inhibitor], HEK293 tox -4%, KB-3-1 tox 11%, KB-V1 MDR tox 0%, IL-1B inflam inh -1, DRD3 agonist -1, MCF10A rereplic 14%, HT1080 IDH1KD tx 1% and HT1080-NT tox -2%.
NS(=O)(=O)c1ccc(CCNC(=O)CNC(=O)Cc2ccccc2)cc1 was read as SW480 rereplic 1%, HEK293 tox 10%, KB-3-1 tox 2%, KB-V1 MDR tox 1%, IL-1B inflam inh 13, DRD3 agonist -14, MCF10A rereplic -1%, HT1080 IDH1KD tx -3% and HT1080-NT tox 10%.
For N#Cc1ccc(N2Cc3ccccc3C2=NC(=O)c2cccs2)cc1 the results were SW480 rereplic 25%, HEK293 tox -1%, KB-3-1 tox -28%, KB-V1 MDR tox 18µM*, IL-1B inflam inh -22, DRD3 agonist 3, MCF10A rereplic -2%, HT1080 IDH1KD tx 2% and HT1080-NT tox 4%.
Screening CCOC(=O)c1sc(NC(=O)c2cc3n(n2)C(C(F)(F)F)CC(c2ccccc2)N3)c(C(=O)OCC)c1C (stereo unspecified) returned SW480 rereplic -2%, HEK293 tox 26%, KB-3-1 tox 10%, KB-V1 MDR tox -3%, IL-1B inflam inh 1, DRD3 agonist -5, MCF10A rereplic 10%, HT1080 IDH1KD tx 17% and HT1080-NT tox 0%.
Screening CCCCSc1nnc2c(n1)OC=Nc1ccccc1-2 returned SW480 rereplic 28%, HEK293 tox 2%, KB-3-1 tox -1%, KB-V1 MDR tox 8%, IL-1B inflam inh -1, DRD3 agonist -4, MCF10A rereplic -1%, HT1080 IDH1KD tx 5% and HT1080-NT tox 0%.
`Cc1ccc(Cl)cc1N1CCN(C(=O)C2CCC(CNS(=O)(=O)c3cccs3)CC2)CC1` (stereo unspecified) gave HEK293 tox -2%, KB-3-1 tox inconclusive, KB-V1 MDR tox 10µM* and DRD3 agonist 24.
CCC1(C)COC2(OC1)C(=O)Nc1ccccc12 (stereo unspecified) was read as SW480 rereplic 1%, HEK293 tox -5%, KB-3-1 tox 0%, KB-V1 MDR tox 3%, IL-1B inflam inh -51*, DRD3 agonist -4, MCF10A rereplic -1%, HT1080 IDH1KD tx -3% and HT1080-NT tox 0%.
Screening COc1cccc(C(=O)Nc2ncc3c(n2)CC(c2ccc(OC)cc2OC)CC3=O)c1 (stereo unspecified) returned SW480 rereplic 6.5µM*, HEK293 tox -15%, KB-3-1 tox inconclusive, KB-V1 MDR tox 5.2µM*, IL-1B inflam inh 17, DRD3 agonist 0, MCF10A rereplic 2.3µM*, HT1080 IDH1KD tx 7.9µM* and HT1080-NT tox 7.9µM*.
Screening Cc1cccc(C(=O)Nc2ccc(C(=O)N/N=C/c3ccc4c(c3)OCO4)cc2)c1 returned SW480 rereplic 4%, HEK293 tox -13%, KB-3-1 tox inconclusive, KB-V1 MDR tox inconclusive, IL-1B inflam inh 9, DRD3 agonist -2, MCF10A rereplic 19%, HT1080 IDH1KD tx -25% and HT1080-NT tox inconclusive.
For CCCCn1c(SCC(N)=O)nc2sc3c(c2c1=O)CCC3 the results were SW480 rereplic -14%, HEK293 tox -10%, KB-3-1 tox 12%, KB-V1 MDR tox 0%, IL-1B inflam inh inconclusive, DRD3 agonist 2, MCF10A rereplic 13%, HT1080 IDH1KD tx 0% and HT1080-NT tox 0%.
For Cc1cc(C)n(CCNC(=O)[C@H]2O[C@@H](n3cnc4c(N)ncnc43)[C@H](O)[C@@H]2O)n1 the results were HEK293 tox 3%, KB-3-1 tox 0%, KB-V1 MDR tox -1%, IL-1B inflam inh 30, DRD3 agonist -7, HT1080 IDH1KD tx 11% and HT1080-NT tox 18%.
For Cc1csc(N/N=C\c2cccnc2)n1 the results were SW480 rereplic -3%, HEK293 tox inconclusive, KB-3-1 tox 1%, KB-V1 MDR tox -4%, IL-1B inflam inh 19, DRD3 agonist -2, MCF10A rereplic 1%, HT1080 IDH1KD tx 0% and HT1080-NT tox 12%.
CC1=NN(c2ccccc2)C(=O)/C1=C/c1cccc(C)c1 was read as SW480 rereplic 2%, HEK293 tox -2%, KB-3-1 tox 23%, KB-V1 MDR tox 0%, IL-1B inflam inh -5, DRD3 agonist 2, MCF10A rereplic -5%, HT1080 IDH1KD tx 1% and HT1080-NT tox -2%.
`O=c1[nH]c(-c2ccccn2)nc2sc(-c3ccccc3)cc12` gave SW480 rereplic 6.5µM*, HEK293 tox 69%[activator], KB-3-1 tox inconclusive, KB-V1 MDR tox inconclusive, IL-1B inflam inh -102*, DRD3 agonist -11, MCF10A rereplic 1.3µM*, HT1080 IDH1KD tx -30% and HT1080-NT tox inconclusive.
Screening COCCNC(=O)CN1C(=O)CCn2nc(-c3cn(C)c4ccccc34)cc21 returned HEK293 tox 12%, KB-3-1 tox 0%, KB-V1 MDR tox 10% and DRD3 agonist -13.
For COc1ccc(C(=O)Nc2ccccc2)cc1NC(=O)c1cccs1 the results were SW480 rereplic -11%, HEK293 tox -2%, KB-3-1 tox 4%, KB-V1 MDR tox -15%, IL-1B inflam inh 5, DRD3 agonist 5, MCF10A rereplic -2%, HT1080 IDH1KD tx 5% and HT1080-NT tox -1%.
Screening COCCNC(=O)c1onc(CSc2cc(C)cc(C)c2)c1C(=O)O returned SW480 rereplic -5%, HEK293 tox -10%, KB-3-1 tox -15%, KB-V1 MDR tox -14%, IL-1B inflam inh 4, DRD3 agonist 9, MCF10A rereplic -10%, HT1080 IDH1KD tx -14% and HT1080-NT tox 0%.
For COc1ccc(/C=N/Nc2ccccc2C(=O)O)cc1 the results were SW480 rereplic 3%, HEK293 tox 0%, KB-3-1 tox inconclusive, KB-V1 MDR tox 0%, IL-1B inflam inh 3, DRD3 agonist 1, MCF10A rereplic inconclusive, HT1080 IDH1KD tx -4% and HT1080-NT tox -4%.
O=C(CCc1nc2ccccc2c(=O)[nH]1)Nc1nnc(SCc2ccccc2F)s1 was read as SW480 rereplic -5%, HEK293 tox 1%, KB-3-1 tox -12%, KB-V1 MDR tox -13%, IL-1B inflam inh 27, DRD3 agonist 5, MCF10A rereplic 10%, HT1080 IDH1KD tx 4% and HT1080-NT tox 11%.
Screening COc1ccc(-n2c(=O)c3c(c4cc(OC)ccc4n3C)n(C)c2=O)cc1 returned HEK293 tox 1%, KB-3-1 tox 4%, KB-V1 MDR tox 2% and DRD3 agonist -9.
For O=C(CCc1nnc(C2(c3ccc(Cl)cc3)CCC2)o1)NC1CC1 the results were SW480 rereplic -3%, HEK293 tox -2%, KB-3-1 tox -2%, KB-V1 MDR tox -7%, IL-1B inflam inh 5, DRD3 agonist -8, MCF10A rereplic 0%, HT1080 IDH1KD tx 2% and HT1080-NT tox 3%.
O=C(Nc1ccccc1C(F)(F)F)N1CCC(n2c(=O)[nH]c3ccccc32)CC1 was read as SW480 rereplic -1%, HEK293 tox -9%, KB-3-1 tox 10%, KB-V1 MDR tox -2%, IL-1B inflam inh -4, DRD3 agonist -1, MCF10A rereplic 4%, HT1080 IDH1KD tx -9% and HT1080-NT tox -9%.
